PAFAH2 FP inh = PAFAH2 (human) inhibition. Q99487. recombinant PAFAH2, FP-rhodamine activity probe, fluorescence polarization. inhibition, % at 3.39 µM. 340,000 tested, 0.99% active;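 active = inhibition above the mean over all tested compounds plus 3 SD, cut at about 30% in these data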;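 also: inhibitors block probe labeling of enzyme so polarization drops; 0% = enzyme with DMSO and 100% = wells lacking PAFAH2 protein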
pPAFAH inh = pPAFAH (human) enzyme inhibition; recombinant pPAFAH, FP-rhodamine probe fluorescence polarization; 330,000 tested, 1.5% active; inhibition, % at 3.39 µM; AID 463082;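 active = inhibition above the mean inhibition across the screen plus 3 SD, cut at about 25% in these data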;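 also: inhibitors block binding of the rhodamine activity-based probe so polarization drops; 0% = enzyme with DMSO and 100% = wells lacking pPAFAH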
Target sequence (Q13093 whole entry, looked up): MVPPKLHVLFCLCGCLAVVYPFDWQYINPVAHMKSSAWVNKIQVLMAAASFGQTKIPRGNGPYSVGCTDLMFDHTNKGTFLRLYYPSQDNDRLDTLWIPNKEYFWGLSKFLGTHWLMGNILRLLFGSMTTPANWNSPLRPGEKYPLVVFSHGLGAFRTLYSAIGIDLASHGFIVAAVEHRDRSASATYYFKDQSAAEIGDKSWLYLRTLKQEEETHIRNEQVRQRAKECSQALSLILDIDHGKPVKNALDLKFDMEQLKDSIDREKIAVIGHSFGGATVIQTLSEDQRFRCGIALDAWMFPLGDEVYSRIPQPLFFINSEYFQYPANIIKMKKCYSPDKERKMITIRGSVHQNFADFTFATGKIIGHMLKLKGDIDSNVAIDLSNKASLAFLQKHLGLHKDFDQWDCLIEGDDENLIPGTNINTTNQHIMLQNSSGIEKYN
PREPL inhibitor = inhibits the human prolyl oligopeptidase-like enzyme | Q4J6C6 | recombinant PREPL, fluorescence polarization activity-based probe | inhibition, % at 5.96 µM | 320,000 tested, 0.68% active | AID 2751; in the data active = inhibition above about 43%;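 also: 0% = enzyme with DMSO and 100% = wells lacking enzyme; many of its hits are not listed in these tables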
PAFAH1B3 inh = inhibitors of human PAFAH1B3; AID 492972; recombinant PAFAH1B3, FP-rhodamine probe, fluorescence polarization; 340,000 tested, 0.28% active; inhibition, % at 3.39 µM;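 active = inhibition above the screen-wide average of all tested compounds plus 3 SD, cut at about 25% in these data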;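 also: 0% = enzyme with DMSO only and 100% = wells lacking PAFAH1B3 protein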
Target sequence (Q15102 whole entry, looked up): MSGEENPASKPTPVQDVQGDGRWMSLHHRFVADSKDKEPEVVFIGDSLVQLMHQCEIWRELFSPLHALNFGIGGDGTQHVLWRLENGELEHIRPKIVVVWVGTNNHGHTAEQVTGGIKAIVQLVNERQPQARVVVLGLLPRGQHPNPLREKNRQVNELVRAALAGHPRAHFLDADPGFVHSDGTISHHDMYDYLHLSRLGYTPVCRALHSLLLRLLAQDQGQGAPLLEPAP
PAFAH1B2 inh = blocks human PAF acetylhydrolase 1b catalytic subunit 2; P68402; 340,000 tested, 1.2% active; AID 492953; inhibition, % at 3.39 µM; recombinant PAFAH1B2, FP-rhodamine activity probe, fluorescence polarization;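 active = inhibition above the mean of all tested compounds plus 3 SD, cut at about 24% in these data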;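 also: 0% = enzyme with DMSO and 100% = wells lacking PAFAH1B2; many of its hits are not listed in these tables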
Target sequence (P68402 whole entry, looked up): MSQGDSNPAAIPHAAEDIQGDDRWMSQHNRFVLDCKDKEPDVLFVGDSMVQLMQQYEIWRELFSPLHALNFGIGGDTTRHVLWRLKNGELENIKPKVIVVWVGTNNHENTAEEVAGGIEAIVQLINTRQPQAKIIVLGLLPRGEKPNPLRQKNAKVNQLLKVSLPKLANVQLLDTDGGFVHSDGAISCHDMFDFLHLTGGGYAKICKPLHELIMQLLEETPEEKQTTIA
LYPLA2 inh = counter-screen for PME1 inhibitors: inhibitors of human LYPLA2; inhibition, % at 5.9 µM; O95372; recombinant LYPLA2, FP-Rh probe fluorescence polarization; 320,000 tested, 0.38% active;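 active = inhibition above the screen-wide mean plus 3 SD, limit set per campaign, cut at about 26% in these data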;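 also: 0% = LYPLA2 with DMSO and 100% = wells lacking LYPLA2 enzyme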
EBNA-1 inh = blocks EBNA-1 binding to DNA. EBNA-1 DNA binding, fluorescence polarization. inhibition, % at 14.8 µM. 300,000 tested, 0.34% active; in the data active = inhibition above about 28%
LYPLA1 counter = counter-screen for PME1 inhibitors: inhibitors of human LYPLA1; recombinant LYPLA1, FP-Rh probe fluorescence polarization; inhibition, % at 5.9 µM; 320,000 tested, 0.16% active;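 active = inhibition above the mean of all tested compounds plus 3 SD, set per campaign, cut at about 14% in these data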;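 also: inhibitors block serine hydrolase probe labeling of LYPLA1 so polarization falls; 0% = enzyme with DMSO and 100% = wells lacking LYPLA1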
ZTA counter = blocks Epstein-Barr virus ZTA, an EBNA-1 counter-screen; 320,000 tested, 0.15% active; P03206; inhibition, % at 11 µM; ZTA-DNA binding, fluorescence polarization; in the data active = inhibition above about 33%
An asterisk follows results filed as active; x = no result given. The list is partial (hit frequency here may not be typical).

SMILES	PAFAH2 FP inh	pPAFAH inh	PREPL inhibitor	PAFAH1B3 inh	PAFAH1B2 inh	LYPLA2 inh	EBNA-1 inh	LYPLA1 counter	ZTA counter
COc1cc(NC(=O)c2cc(C)nc3ccccc23)cc(OC)c1OC	2	4	4	5	1	1	0	-2	4
COc1ccc(C2C3=C(CC(C)(C)CC3=O)Nc3c2c(=O)[nH]c2nc(C)nn32)cc1 (stereo not given)	8	4	2	2	3	7	17	2	7
CCOc1c2ccc(C(=O)NCc3ccc(OC)cc3)cc2nn1CCOC	-3	4	0	7	3	5	-10	3	-14
COc1ccc(C(=O)Nc2ccc3nc(C)sc3c2)cc1OC	5	-10	12	10	-3	-1	-1	0	3
Cc1cccc(OCC(=O)Nc2ccc3c(c2)nc(CCN2CCCCC2)n3C)c1	-1	6	28	1	3	0	5	0	17
COc1cccc(Cn2cc(-c3cccc(C(F)(F)F)c3)nn2)c1	7	12	-13	4	-1	6	-2	0	-14
O=C(Nc1ccc(F)cc1F)c1cc2ccccc2oc1=O	2	2	-6	-4	0	2	4	-2	5
COC(=O)c1ccc2nc(NC(=O)CCS(=O)(=O)c3ccccc3)sc2c1	-9	3	5	7	-3	12	44*	1	17
COc1ccc(S(=O)(=O)Nc2nc3ccccc3nc2NCc2ccc3c(c2)OCO3)cc1	8	4	9	7	9	3	4	1	-17
Cn1c(COc2ccccc2)nnc1SCC(=O)Nc1ccc(N2CCOCC2)cc1	0	1	15	10	-2	5	4	-2	2
CCOc1ccc2nc(C(C)O)[nH]c2c1 (stereo not given)	1	3	17	7	-4	1	8	-2	-7
O=Cc1c(N2CCN(c3ccccc3)CC2)nc2ccccn2c1=O	-5	1	23	-2	1	-3	-2	0	16
Cc1ccc2nc(-c3ccc(NC(=S)NC4CC(C)(C)NC(C)(C)C4)cc3)sc2c1	1	-4	11	3	-1	-15	4	-9	13
CCN(CC(=O)Nc1ccc(OC)cc1)C(=O)COc1cccc2c1OC(C)(C)C2	-8	4	5	-1	-1	2	15	-1	13
CN(CC(O)COCc1ccccc1F)C1CCCCC1 (stereo not given)	-8	4	44*	-1	-1	1	-2	-1	1
NS(=O)(=O)c1ccc(CNC(=O)/C=C/c2cccc([N+](=O)[O-])c2)cc1	1	6	7	5	2	3	9	2	11
CCOc1ccc(OCc2ccc(C(=O)O)o2)cc1	2	-2	7	2	0	1	-10	3	4
Cc1n[nH]c(C)c1-c1nc2ccccc2[nH]1	-7	2	0	3	-6	8	-2	2	17
O=c1c(O)c(-c2ccc(O)cc2)oc2cc(O)cc(O)c12	2	21	6	30*	11	-5	-1	-5	4
COc1ccccc1OCc1nn[nH]n1	-2	2	1	6	1	-2	-2	-1	-3
Cn1cc(/C=C2/SC(=O)N(CC(=O)Nc3ccc4c(c3)OCO4)C2=O)c2ccccc21	-3	6	8	5	-4	0	56*	1	3
CC(=O)c1cccc(NC(=O)c2cccc(N3C(=O)c4ccccc4C3=O)c2)c1	-1	6	1	8	4	-2	1	-1	2
CCN1CCCC1CNC(=O)c1cc2c(OC)cccc2[nH]1 (stereo not given)	5	1	17	0	2	-5	-14	2	5
CCOC(=O)CCC(NC(=O)CCCCC(=O)NC(CCC(=O)OCC)C(=O)OCC)C(=O)OCC (stereo not given)	8	-3	11	2	-1	-6	2	-3	-2
O=C1/C(=C\c2cccnc2)CN(Cc2ccccc2)C/C1=C\c1cccnc1	x	2	40	x	x	3	-4	1	29
COc1ccc(C(=O)N2CCN=C2SCc2cccnc2)cc1OC	-6	2	-8	3	0	-8	7	-3	-6
COc1ccc(CCNC(=O)c2cnc3n(c2=O)CCS3)cc1OC	2	-2	1	1	2	2	1	0	24
COc1cc2c(cc1NC(=S)Nc1cccc(C)c1)oc1ccccc12	-4	1	44*	6	0	-9	1	-3	-14
O=C(CN(C(=O)c1csnn1)c1ccccc1Cl)NC1CCCC1	4	2	0	7	0	7	2	1	7
CCn1nc(NC(=O)c2ccncc2)c2cc3cccc(C)c3nc21	-1	3	14	-1	6	-11	-2	-5	-5
CN(C)C(=O)CCN1CCOCC1	-2	3	13	2	1	2	1	1	0
O=C1NCCN1C(=O)c1ccccc1F	6	3	5	3	1	3	1	-1	13
CC(C)CNC(=O)COC(=O)c1ccccc1OCC(=O)Nc1ccc(Br)cc1	-2	3	-8	2	2	-5	14	-2	17
O=C(c1ccc(F)cc1)n1ccc(-c2cnc(-c3ccccc3)s2)n1	-2	3	6	4	6	4	6	-1	6
CCOC(=O)C(NCc1ccco1)(NC(=O)c1ccccc1)C(F)(F)F (stereo not given)	-14	2	-8	12	7	9	0	-2	1
COCCn1c(N)c(N(Cc2ccccc2)C(=O)C2=COCCO2)c(=O)[nH]c1=O	-1	-1	-1	-2	3	-4	-5	-2	-14

A portion of the results above, as a working copy:
SMILES	PAFAH2 FP inh	pPAFAH inh	PREPL inhibitor	PAFAH1B3 inh	PAFAH1B2 inh	LYPLA2 inh	EBNA-1 inh	LYPLA1 counter	ZTA counter
CC(=O)c1cccc(NC(=O)c2cccc(N3C(=O)c4ccccc4C3=O)c2)c1	-1	6	1	8	4	-2	1	-1	2
CCN1CCCC1CNC(=O)c1cc2c(OC)cccc2[nH]1 (stereo not given)	5	1	17	0	2	-5	-14	2	5
CCOC(=O)CCC(NC(=O)CCCCC(=O)NC(CCC(=O)OCC)C(=O)OCC)C(=O)OCC (stereo not given)	8	-3	11	2	-1	-6	2	-3	-2
O=C1/C(=C\c2cccnc2)CN(Cc2ccccc2)C/C1=C\c1cccnc1	x	2	40	x	x	3	-4	1	29
COc1ccc(C(=O)N2CCN=C2SCc2cccnc2)cc1OC	-6	2	-8	3	0	-8	7	-3	-6
COc1ccc(CCNC(=O)c2cnc3n(c2=O)CCS3)cc1OC	2	-2	1	1	2	2	1	0	24
COc1cc2c(cc1NC(=S)Nc1cccc(C)c1)oc1ccccc12	-4	1	44*	6	0	-9	1	-3	-14
O=C(CN(C(=O)c1csnn1)c1ccccc1Cl)NC1CCCC1	4	2	0	7	0	7	2	1	7
CCn1nc(NC(=O)c2ccncc2)c2cc3cccc(C)c3nc21	-1	3	14	-1	6	-11	-2	-5	-5
CN(C)C(=O)CCN1CCOCC1	-2	3	13	2	1	2	1	1	0
O=C1NCCN1C(=O)c1ccccc1F	6	3	5	3	1	3	1	-1	13
CC(C)CNC(=O)COC(=O)c1ccccc1OCC(=O)Nc1ccc(Br)cc1	-2	3	-8	2	2	-5	14	-2	17
O=C(c1ccc(F)cc1)n1ccc(-c2cnc(-c3ccccc3)s2)n1	-2	3	6	4	6	4	6	-1	6
CCOC(=O)C(NCc1ccco1)(NC(=O)c1ccccc1)C(F)(F)F (stereo not given)	-14	2	-8	12	7	9	0	-2	1
COCCn1c(N)c(N(Cc2ccccc2)C(=O)C2=COCCO2)c(=O)[nH]c1=O	-1	-1	-1	-2	3	-4	-5	-2	-14

Further structures:
SMILES	PAFAH2 FP inh	pPAFAH inh	PREPL inhibitor	PAFAH1B3 inh	PAFAH1B2 inh	LYPLA2 inh	EBNA-1 inh	LYPLA1 counter	ZTA counter
O=C(Nc1ccccc1C(=O)NC(Cc1ccccc1)C(=O)NC1CCCCC1)c1ccccc1 (stereo not given)	0	1	-4	-1	-1	-4	13	-5	9
COC(=O)CSc1nc(-c2ccccc2)nc2ccc(F)cc12	-6	6	12	-5	7	6	3	-1	-16
CCn1c(C(O)c2ccccc2)nc2ccccc21 (stereo not given)	-1	-5	3	2	0	-3	0	-3	0
CC(=O)N1CCc2cc(S(=O)(=O)CCC(=O)NCc3ccc(C)o3)ccc21	1	0	-7	8	-2	-3	-5	1	9
O=C(NCCO)C(=O)NCC(c1ccc2c(c1)OCO2)N1CCN(c2ccc(F)cc2)CC1 (stereo not given)	8	3	24	0	4	0	-2	3	5
CCOC(=O)C1CCN(C(=O)c2ccc(Cl)c(S(=O)(=O)N3CCCC3)c2)CC1	4	8	6	4	8	-3	7	1	-14
Cn1c(=O)cc(SCC(=O)NCc2ccc(F)cc2)c2ccccc21	-1	4	-3	-4	-3	-6	12	0	6
CCC(C)(C(=O)NC1CCCCC1)N(Cc1cccs1)C(=O)c1ccc(=O)[nH]c1 (stereo not given)	-13	-1	0	5	-5	0	5	1	4
c1ccc(-c2ccc3ccccc3n2)cc1	2	-2	-7	0	3	2	-11	0	0
COc1ccc(CCNC(=O)c2cccs2)cc1OC	-1	4	3	-2	3	0	1	0	-6
COc1ccc(CCNC(=O)COc2nncc3ccccc23)cc1	1	-2	-2	8	-4	-1	1	-1	10
CCn1c(SCc2nc3ccccc3c(=O)[nH]2)nnc1-c1ccncc1	-7	1	12	9	1	14	-2	5	-14
CCN(CC)c1nc(N2CCN(CCO)CC2)nc2ccccc12	0	2	13	1	-1	0	-5	-2	-8
COc1ccc(S(=O)(=O)N2CCCCCC2)cc1NC(=O)CN1C(=O)NC(C)(c2ccccc2)C1=O (stereo not given)	1	7	-5	-7	4	-4	8	-6	-3
COc1cc(NC(=O)CSc2nnnn2C2CCCC2)cc(OC)c1	-8	1	-12	7	3	-2	8	-7	9
CC/C=C\[C@H](O)[C@H](O)C1=C(C)C(=O)[C@]2(O1)C(=O)N[C@@](OC)(C(=O)c1ccccc1)C2O (stereo not given in full)	3	8	6	8	3	1	11	4	17
CCOCCCNC(=O)CN1C(=O)COc2ccc(S(=O)(=O)N3CCOCC3)cc21	-6	5	10	4	5	8	-3	1	-18
O=C(CCC(=O)N1CCN(c2ccc(F)cc2)CC1)c1ccc(Cl)cc1	9	18	-31	6	1	-4	2	-4	8
O=S(=O)(NC1=NCCC1)c1cccc(NC(=S)NCCc2ccccc2)c1	6	4	8	6	2	4	0	0	-17
CCCn1c(=O)c2ccccc2n2c(SC(C)C(N)=O)nnc12 (stereo not given)	-10	-6	6	-1	4	4	0	0	-10
CCc1cc2c(-c3ccccc3)cc(=O)oc2cc1OC(C)C(=O)NCC1CCC(C(=O)O)CC1 (stereo not given)	7	15	-1	9	10	0	-3	-1	-2
CN(C(=O)CN1C(=O)/C(=C/c2ccccc2Cl)SC1=S)C1CCS(=O)(=O)C1 (stereo not given)	12	1	21	6	6	-2	-10	-2	3
Cn1ccnc1SCC(=O)Nc1cc(F)ccc1F	1	5	3	7	-2	-1	5	2	6
C=CCNc1nc(Nc2ccc([N+](=O)[O-])cc2)nc(OCC)n1	-12	-5	4	-2	0	0	3	0	3
O=C1OCCN1C(=O)[C@H]1[C@H](c2ccc([N+](=O)[O-])cc2)C(c2ccc(F)cc2)=NN1c1ccccc1	-4	9	x	6	1	x	x	x	x
CC1(C)CC(=O)c2cnc3c(C#N)cnn3c2C1	-6	3	-7	5	4	-1	-4	-2	-2
Cn1nc(C(=O)NCc2ccccn2)c2ccccc2c1=O	-3	6	6	9	-6	1	1	4	6
